From PubChem BioAssay
PAD4 FP inh – human PAD4 inhibitors, primary screen, biochemical, fluorescence polarization, 1536-well format; Protein-arginine deiminase type-4 (Homo sapiens), Q9UM07; inhibition, % at 6.36 µM; 0.41% of 330,000 active; recombinant PAD4, RCA probe fluorescence polarization;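 active = percent inhibition above a cutoff equal to the mean of all tested compounds plus 3 SD, cut at about 15% in these data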;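 note: 0% = PAD4 with RCA probe and DMSO and 100% = probe without PAD4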
Fam108B counter – mouse Fam108B serine hydrolase inhibitors, primary screen, counter-screen for RBBP9 inhibitor project, biochemical, fluorescence polarization | recombinant Fam108B, FP-Rh probe fluorescence polarization | inhibition, % at 9.51 µM | 0.33% of 300,000 active | AID 1947, 2009;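 active = inhibition above the screen mean inhibition plus 3 SD, computed separately per campaign, cut at about 18% in these data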;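 note: inhibitors lower polarization as less probe binds the enzyme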
TPT1 inhibitor – Candida albicans TPT1 enzyme inhibitors, primary screen, biochemical, fluorescence polarization; AID 1962, 2009; tRNA 2'-phosphotransferase TPT1 (Candida albicans SC5314); recombinant caTPT1, FP RNA substrate dephosphorylation; inhibition, % at 5 µM; 0.81% of 300,000 active;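 active = inhibition above the mean of all tested compounds plus 3 SD, set per screening campaign, cut at about 24% in these data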;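 note: plate controls were DMSO alone for no effect and ferristatin control at 100 nM for full effect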
MEX-5 binding – MEX-5 zinc finger RNA-binding disruptors – biochemical, C. elegans, fluorescence polarization, MLPCN library, primary screen; 0.38% of 300,000 active; activity score (negative = inhibition of binding), % at 10 µM; Zinc finger protein mex-5 (Caenorhabditis elegans), Q9XUB2; MEX-5/FITC-TCR2 RNA binding; stronger effect = lower value;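 active = inhibition past about -25% in most replicates, and total fluorescence under double the plate's negative control median, limit read from the data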;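 note: 0% = DMSO and -100% = 5 µM competing unlabeled TCR2 RNA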
GLD-1 TGE inh – GLD-1/TGE RNA complex disruptors, primary screen, biochemical, fluorescence polarization; Female germline-specific tumor suppressor gld-1 (Caenorhabditis elegans), Q17339; purified GLD-1 + fluorescein TGE RNA; inhibition, % at 5.96 µM; 0.44% of 320,000 active; AID 2280, 2010;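 active = percent inhibition above a per-plate cutoff, the plate mean of test compounds plus 3 SD, cut at about 30% in these data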;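 note: 0% = DMSO wells with GLD-1 and probe and 100% = wells lacking GLD-1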
BCLXL inh – inhibitors of human Bcl-xL, primary screen, biochemical, fluorescence polarization, HTS; Bcl-2-like protein 1 (Homo sapiens), Q07817; GST-Bcl-xL / FITC-Bim BH3 peptide fluorescence polarization; inhibition, % at 10.9 µM; 0.7% of 320,000 active; AID 2129, 2009;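 active = inhibition above the mean of all tested compounds plus 3 SD, cutoff set per campaign, cut at about 30% in these data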;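 note: 0% = DMSO wells and 100% = unlabeled Bim-BH3 peptide competitor; inhibitors lower millipolarization by displacing the labeled peptide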
Target sequence (Q07817 whole entry, looked up): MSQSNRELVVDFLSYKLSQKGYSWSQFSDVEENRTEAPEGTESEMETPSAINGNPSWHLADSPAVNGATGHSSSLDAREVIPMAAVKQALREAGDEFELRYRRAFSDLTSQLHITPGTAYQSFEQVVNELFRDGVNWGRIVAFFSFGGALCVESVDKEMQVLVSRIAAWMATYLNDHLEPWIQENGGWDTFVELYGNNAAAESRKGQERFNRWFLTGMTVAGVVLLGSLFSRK
MCL1-BIM inh – inhibitors of MCL1 binding to BIM-BH3, primary screen, biochemical, fluorescence polarization | Induced myeloid leukemia cell differentiation protein Mcl-1 (Homo sapiens), Q07820 | GST-MCL1 / FITC-Bim-BH3 fluorescence polarization | inhibition, % at 10.9 µM | 0.68% of 320,000 active;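 active = inhibition above the mean inhibition of all tested compounds plus 3 SD, set per campaign, cut at about 40% in these data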;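 note: 0% = DMSO wells and 100% = unlabeled Bim-BH3 peptide control; higher means more loss of mP so more displacement of Bim peptide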
Target sequence (Q07820 whole entry, looked up): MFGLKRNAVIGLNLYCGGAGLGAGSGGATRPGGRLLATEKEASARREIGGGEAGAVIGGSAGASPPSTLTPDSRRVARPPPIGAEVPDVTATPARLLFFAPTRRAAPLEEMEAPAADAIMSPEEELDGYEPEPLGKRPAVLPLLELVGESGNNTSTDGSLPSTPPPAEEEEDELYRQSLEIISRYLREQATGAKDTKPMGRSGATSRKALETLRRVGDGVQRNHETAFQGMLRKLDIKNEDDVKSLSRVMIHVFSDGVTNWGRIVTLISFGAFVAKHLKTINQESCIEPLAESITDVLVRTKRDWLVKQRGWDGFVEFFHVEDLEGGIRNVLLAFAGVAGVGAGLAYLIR
PME-1 inh – PME-1 inhibitors via competitive probe labeling, primary screen, biochemical, fluorescence polarization, FP-Rh probe, HTS; recombinant PME-1; inhibition, % at 5.9 µM; 0.53% of 320,000 active; AID 2130, 2009;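 active = inhibition above the campaign mean of all compounds plus 3 SD, cut at about 26% in these data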;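 note: competitive labeling of PME-1 active site by serine hydrolase directed probe; 0% = PME-1 with DMSO and 100% = wells lacking PME-1 enzyme; inhibitors block probe labeling so polarization falls and inhibition rises; many of its hits are not listed in these tables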
Target sequence (Q9Y570 whole entry, looked up): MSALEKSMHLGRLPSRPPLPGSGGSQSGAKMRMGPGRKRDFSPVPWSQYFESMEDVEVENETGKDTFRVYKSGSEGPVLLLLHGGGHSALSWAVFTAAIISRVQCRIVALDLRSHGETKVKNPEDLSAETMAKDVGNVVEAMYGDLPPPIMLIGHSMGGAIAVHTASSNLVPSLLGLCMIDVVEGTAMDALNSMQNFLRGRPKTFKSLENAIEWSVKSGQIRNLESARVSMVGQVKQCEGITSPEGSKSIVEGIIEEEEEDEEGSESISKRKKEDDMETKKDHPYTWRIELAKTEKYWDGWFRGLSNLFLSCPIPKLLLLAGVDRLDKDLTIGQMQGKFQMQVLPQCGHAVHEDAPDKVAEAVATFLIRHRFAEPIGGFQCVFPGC
GSTO1 counter – inhibitors of recombinant GSTO1, primary screen, counter-screen for RBBP9 inhibitor project, biochemical, fluorescence polarization; inhibition, % at 5.96 µM; Glutathione S-transferase omega-1 (Homo sapiens), P78417; activity-based probe fluorescence polarization; 1.1% of 300,000 active;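 active = inhibition above the campaign mean inhibition plus 3 SD, cut at about 35% in these data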;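 note: 0% = GSTO1-1 with DMSO and 100% = wells lacking GSTO1-1 enzyme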
* marks the source's active call; other numbers are inactive results; · = no result given.

SMILES	PAD4 FP inh	Fam108B counter	TPT1 inhibitor	MEX-5 binding	GLD-1 TGE inh	BCLXL inh	MCL1-BIM inh	PME-1 inh	GSTO1 counter
O=C(c1ccc(F)c(F)c1)N1CCC2(CC1)NCCc1[nH]cnc12	2	2	-5	-1.2	10	-2	-1	-1	7
CCN(CC)CCN(Cc1cc2cc(C)ccc2[nH]c1=O)C(=O)Nc1ccccc1OC	3	4	2	-2.7	0	1	4	-10	-1
COc1ccccc1CNC(=O)CN(c1ccc(C)cc1)S(=O)(=O)c1c(C)noc1C	-1	3	-1	-0.5	1	0	-8	1	-2
Cc1cc(/C=C(\C#N)C(=O)OCC#N)c(C)n1CC(C)C	-2	-3	1	2.5	5	2	0	-8	-10
Cc1ccc(S(=O)(=O)CC(=O)N(CCCN(C)C)c2nc3ccc(C)cc3s2)cc1	-1	-1	2	-2.6	-16	0	2	0	1
N#C/C(C(N)=O)=c1/ccc2c(c1)N1C3=C(CCCC3)CC3CCCCC31N=2 (stereo not drawn)	1	10	-8	1.0	-4	20	13	8	25
O=C(Nc1nnc(SCc2cccc(F)c2)s1)c1ccco1	3	1	-1	-1.6	6	0	6	4	-15
Cc1cccc(/C=C/c2onc(C)c2S(=O)(=O)N2CCC(C(=O)N3CCCCCC3)CC2)c1	-7	-6	-2	-1.2	6	1	11	-14	7
CC(C)(C)c1cc(C(=O)O)n[nH]1	-8	-1	-2	-1.4	-1	2	48*	-4	1
COC(=O)c1c[nH]n2c(=O)c(C(C)C)c(C)nc12	-2	-3	-1	1.5	6	1	-6	-8	7
Cc1ccc2[nH]c(=O)c(CN(CCCN(C)C)C(=O)Nc3ccc(F)cc3)cc2c1	-1	-1	-3	-0.3	-3	3	2	3	1
Cc1ccc(-c2cc(-c3ccc(C)cc3O)[nH]n2)cc1	0	-2	-7	0.8	-4	0	5	-2	-5
CCCc1cc(=O)[nH]c(SCc2cc(=O)oc3cc(C)c(C(C)C)cc23)n1	-3	-1	0	2.8	8	6	2	7	-6
Cc1c(N=NC2=C(O)CC(C)(C)CC2=O)cc2c(c1[N+](=O)[O-])C(C)(C)CC2(C)C	0	-2	0	0.3	-3	2	-1	-3	-3
Cc1c(NC(=S)N/N=C/c2ccc(N(C)C)cc2)c(=O)n(-c2ccccc2)n1C	-2	-2	-1	2.4	0	6	2	-4	1
O=C(CN1C(=O)c2ccccc2C1=O)N1CCN(c2ccccn2)CC1	-6	-4	3	-1.0	-2	1	-1	-2	-5
Cc1ccc2nc(NC(=O)C3CC3C)sc2c1 (stereo not drawn)	7	3	-2	1.4	2	9	7	-3	7
N#CC(c1ccc(=O)[nH]n1)c1ccc(Cl)cc1Cl (stereo not drawn)	-3	1	0	0.3	3	1	4	-6	1
CNS(=O)(=O)c1cc(OCC(N)=O)c(C)cc1Cl	-4	10	2	0.3	-6	3	-1	0	-5
CCCCOc1ccc(C)cc1CN(CCO)CCO	-2	-4	2	-2.0	3	6	1	0	-6

One compound at a time, as listed above. Order of values: PAD4 FP inh, Fam108B counter, TPT1 inhibitor, MEX-5 binding, GLD-1 TGE inh, BCLXL inh, MCL1-BIM inh, PME-1 inh, GSTO1 counter
`Cc1ccc2[nH]c(=O)c(CN(CCCN(C)C)C(=O)Nc3ccc(F)cc3)cc2c1` as listed: -1, -1, -3, -0.3, -3, 3, 2, 3, 1
`Cc1cc(/C=C(\C#N)C(=O)OCC#N)c(C)n1CC(C)C` as listed: -2, -3, 1, 2.5, 5, 2, 0, -8, -10

Pulled one by one from the entries so far (5):
SMILES	PAD4 FP inh	Fam108B counter	TPT1 inhibitor	MEX-5 binding	GLD-1 TGE inh	BCLXL inh	MCL1-BIM inh	PME-1 inh	GSTO1 counter
CCN(CC)CCN(Cc1cc2cc(C)ccc2[nH]c1=O)C(=O)Nc1ccccc1OC	3	4	2	-2.7	0	1	4	-10	-1
Cc1ccc2nc(NC(=O)C3CC3C)sc2c1 (stereo not drawn)	7	3	-2	1.4	2	9	7	-3	7
O=C(Nc1nnc(SCc2cccc(F)c2)s1)c1ccco1	3	1	-1	-1.6	6	0	6	4	-15
Cc1cccc(/C=C/c2onc(C)c2S(=O)(=O)N2CCC(C(=O)N3CCCCCC3)CC2)c1	-7	-6	-2	-1.2	6	1	11	-14	7
Cc1ccc2[nH]c(=O)c(CN(CCCN(C)C)C(=O)Nc3ccc(F)cc3)cc2c1	-1	-1	-3	-0.3	-3	3	2	3	1

Remaining list, next part
SMILES	PAD4 FP inh	Fam108B counter	TPT1 inhibitor	MEX-5 binding	GLD-1 TGE inh	BCLXL inh	MCL1-BIM inh	PME-1 inh	GSTO1 counter
CC(C)Cn1c(=S)[nH]c2ccccc2c1=O	-5	2	-3	-0.9	2	2	2	-5	6
C=CCn1c(SCC(=O)Nc2ccccc2CC)nnc1-c1ccncc1	0	1	0	-0.1	5	6	8	1	2
CCN(CC)C(=O)c1ccc2c(c1[N+](=O)[O-])C(=O)c1ccccc1C2=O	-3	3	1	2.4	5	6	8	-1	16
O=C(O)c1ccccc1C(=O)NC1CCN(c2nccc(C(F)(F)F)n2)CC1	3	5	-5	-2.2	-3	-1	-4	-5	3
COc1cccc(OC)c1C(=O)Nc1ccc(N2CCCCC2)cc1	-2	2	0	3.5	0	6	0	0	8
N#CCCN(C(=O)COc1ccc(Br)cc1F)c1ccc(F)cc1	0	-5	1	1.9	-5	1	0	-6	-1
O=C(c1cn(Cc2ccccc2)nc1-c1cccnc1)N1CCc2ccccc2C1	1	·	·	·	4	4	8	6	·
CCN1CC=C2C(C#N)=C(N)C(C#N)(C#N)[C@H](c3ccoc3)[C@H]2C1	30*	4	-79	-85*	106*	148*	171*	10	38*
O=C(COc1coc(CN2CCc3ccccc32)cc1=O)Nc1ccc([N+](=O)[O-])cc1	-2	2	1	1.5	0	5	5	1	9
COc1ccccc1C(=O)NCCC(=O)NCc1cccnc1	-1	·	·	·	8	-2	-2	3	·
COc1ccc(OCC(O)CNC(=O)c2ccccc2)cc1 (stereo not drawn)	-2	0	3	0.6	-5	2	3	-3	1
Cc1ccc(C(=O)COC(=O)c2cc(=O)[nH]c3ccccc23)cc1C	0	-18	-6	-1.6	-2	8	-5	-27	17
CC(=O)Nc1ccc(Nc2ncnc3c2cnn3-c2ccc(C)cc2C)cc1	2	3	-2	-1.1	-8	7	4	-2	-1
COc1nc(-c2ccc(C)cc2)ccc1-c1noc(-c2cccnc2)n1	-7	-3	1	-0.8	4	2	2	-5	-1
O=C(Nc1ccccc1[N+](=O)[O-])c1cc(S(=O)(=O)Nc2ccccn2)ccc1Cl	-5	-2	-3	-3.2	-4	5	1	4	1
COC(=O)c1ccc(NC(=O)CSc2nnc(C(C)NC(=O)c3ccccc3Cl)n2C)cc1 (stereo not drawn)	1	0	1	0.0	4	1	1	-8	-2
O=C(NC1CCCC1)C(c1ccccc1F)N(C(=O)c1ccco1)C1CCCC1 (stereo not drawn)	-2	1	1	-1.3	-1	5	1	-1	1
C=CCn1c(NC)cc(=O)n(C)c1=O	20*	3	-2	1.5	-1	3	-4	-3	7
Cc1ccc2nc3c(c(N)c2c1)CCN3C	-8	1	-1	0.4	6	2	-3	5	0
CNC(=O)N(C1=NCCCCC1)c1ccc(Br)cc1	-1	-4	-4	0.4	1	4	3	6	4
CC1CCN(C(=O)Cn2c(=O)oc3cc(S(=O)(=O)N4CCCCC4)ccc32)CC1	-3	1	-1	-2.5	0	4	4	4	-1
NC(=O)CCC(NS(=O)(=O)c1ccc(Cl)cc1)C(=O)NCC1CCCCC1 (stereo not drawn)	2	-2	10	-0.3	4	1	-2	-3	2
CN1CCN(S(=O)(=O)c2ccc(N(C)Cc3ccc(OC(F)F)cc3)c([N+](=O)[O-])c2)CC1	-4	1	4	-0.6	-4	-4	-7	7	0
CC(C)Oc1cc(NC(=O)CS(=O)(=O)CC(=O)N(C)C)c(Cl)cc1Cl	-4	1	-4	-0.7	6	4	-3	0	8
CCOc1ccc(N2C(=O)CC(SC(=NC)Nc3ccc(F)cc3)C2=O)cc1 (stereo not drawn)	-1	-3	1	0.7	7	3	8	3	2
O=C(COc1ccc(Br)cc1)NC(=S)Nc1ccccc1N1CCOCC1	-2	-9	-2	2.5	4	2	13	-4	2
CN(CC(=O)Nc1ccc(F)cc1)C(=O)CCc1nc2ccccc2c(=O)[nH]1	0	-2	-1	-3.8	0	12	6	-8	4
Cc1ccccc1C(=O)N1CCN(c2ccc(NC(=O)c3ccco3)cc2Cl)CC1	-9	0	0	-2.8	1	3	-2	-3	-8
CC(C)COc1ccc(C(=O)Nc2ccc(N3CCOCC3)cc2N2CCOCC2)cc1	1	3	2	1.3	5	2	11	2	5
COCC(=O)N1CCN(c2nc3ccccc3o2)CC1	-4	1	1	-0.4	4	4	7	5	2
Cc1cc(C(=O)CN2C(=O)NC3(CCCc4sccc43)C2=O)c(C)n1-c1ccccc1 (stereo not drawn)	0	-9	-2	-0.4	-7	1	-6	-1	1
C=CCNC(=O)NC(=O)COC(=O)CCCSc1nc2ccccc2[nH]1	-5	0	-3	0.1	-4	1	-6	-3	-1
NNC(=O)c1cc(-c2ccc(O)cc2)nc2ccc(Br)cc12	4	-11	-1	0.4	6	4	4	-24	-22
N#Cc1ccc(NC(=O)c2cc(-c3cccs3)on2)cc1	-7	-29	2	0.9	-4	7	2	-7	-3
O=C(NCCc1ccc2c(c1)OCCO2)c1ccc([N+](=O)[O-])cc1Cl	-9	2	-1	-0.5	2	-10	-7	2	9
Cc1cc(C)c[n+](CC(=O)c2ccc(-c3ccccc3)cc2)c1	-2	-2	-1	0.7	6	-3	-4	-3	4
CCOc1ccc2[nH]c(=O)c(C(c3nnnn3Cc3ccco3)N3CCCC(C)C3)cc2c1 (stereo not drawn)	-2	-5	14	4.7	2	9	5	-1	-3
CCOC(=O)N1CCN(C(=O)c2ccc3c(c2)N(C)C(=O)/C(=C\c2ccc(OCC)c(OC)c2)S3)CC1	-2	2	1	0.0	11	2	-1	-1	-133
Cc1cccc(OCCOc2ccccc2C=C(C#N)C#N)c1	4	-13	4	-0.6	-10	0	-2	0	-5

An excerpt (hit frequency here may not be typical).
